Assay outcomes deposited in PubChem BioAssay by several laboratories.
SSB-PriA inh: K. pneumoniae PriA-SSBct interaction inhibition | AlphaScreen SSBct-PriA binding, biotinylated peptide | inhibition, % at 33 µM | hit rate 0.6% among 430,000 | AID 1272365; in the data active = inhibition mostly above about 37%, no sharp cut-off; inactive = mostly below about 20%;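 also: plate controls were negative control peptide for no effect and reference peptide for full effect; strong numbers were not always called active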
MazEF act: MazEF (E. coli) toxin RNase activation. FAM/BHQ RNA-DNA oligo cleavage fluorescence, 5 h. activation, % at 20 µM. hit rate 0.32% among 350,000. AID 504720; in the data active = activation above about 50%
Target sequence (P0AE70 whole entry, looked up): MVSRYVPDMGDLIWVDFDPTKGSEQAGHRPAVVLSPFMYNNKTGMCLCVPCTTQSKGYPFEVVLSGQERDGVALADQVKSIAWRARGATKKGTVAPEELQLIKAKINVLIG
PfHsp40 yeast: rescue of PfHsp40-mediated yeast toxicity; hit rate 0.68% among 340,000; S. cerevisiae expressing PfHsp40, growth rescue, ATP luminescence; growth rescue, % at 12.5 µM; in the data active = growth rescue above about 28%, passing the limit was not always enough;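 also: yeast W303a lacking pdr1 and pdr3 grown in galactose medium; growth measured after three days at 30 °C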
Vc quorum ag: quorum light induction in luxS cqsA deficient V. cholerae. V. cholerae BH1578 lux reporter, luminescence, 6 h. activation, % at 18.7 µM. hit rate 0.16% among 350,000. AID 588436; in the data active = activation mostly above about 9.7%, no sharp cut-off; also: not every result past the cut was called active; inactives centre near 0; reference of the scale not given here
TcdB inh: inhibitors of Clostridioides difficile toxin B glycohydrolase | P18177 | TcdB glycohydrolase enzymatic assay, plate reader | inhibition, % at 9.99 µM | hit rate 0.24% among 350,000 | AID 652162; in the data active = inhibition above about 10%
DUSP3 inh: DUSP3 (human) phosphatase inhibition | inhibition, % at 13.3 µM | recombinant VHR phosphatase, pNPP absorbance | AID 1654 | hit rate 0.52% among 290,000 | P51452; in the data active = inhibition above about 50%; also: some compounds called inactive have numbers as strong as hits
Anthrax LF inh2: blocks Bacillus anthracis lethal factor protease | P15917 | multiplex microsphere protease cleavage assay, LF | inhibition, % at 10 µM | hit rate 0.12% among 360,000 | AID 588501; in the data active = inhibition above about 30%; also: plate controls were buffer without enzyme for full effect and enzyme alone for no effect
Rv3671c protease: inhibitors of M. tuberculosis serine protease Rv3671c; inhibition, % at 5.96 µM; P9WHR9; hit rate 0.048% among 320,000; in the data active = inhibition above about 38%;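 also: extracellular domain of Rv3671c used as enzyme; 0% = enzyme with DMSO and 100% = no enzyme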
Target sequence (P9WHR9 whole entry, looked up, the tested form may be a part): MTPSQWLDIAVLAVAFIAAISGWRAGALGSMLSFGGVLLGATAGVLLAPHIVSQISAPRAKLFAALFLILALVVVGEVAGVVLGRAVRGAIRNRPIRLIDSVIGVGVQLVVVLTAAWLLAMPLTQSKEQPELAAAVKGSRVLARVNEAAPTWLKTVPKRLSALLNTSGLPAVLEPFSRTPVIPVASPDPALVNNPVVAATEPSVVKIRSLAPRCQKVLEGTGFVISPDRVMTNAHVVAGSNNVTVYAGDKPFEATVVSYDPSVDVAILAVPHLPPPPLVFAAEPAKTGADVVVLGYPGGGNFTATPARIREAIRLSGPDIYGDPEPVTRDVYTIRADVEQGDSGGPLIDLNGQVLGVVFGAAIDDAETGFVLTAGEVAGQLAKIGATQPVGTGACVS
SARS 3CLpro inh: SARS-CoV 3CLpro protease inhibition; P0C6X7; recombinant SARS-CoV 3CLpro, quenched FRET peptide cleavage; inhibition, % at 6 µM; hit rate 0.14% among 290,000; in the data active = inhibition above about 12%
Yp Topo-I inh: blocks Yersinia pestis topoisomerase I activity; Y. pestis Topo-I cleavage product accumulation, plate reader; activity, % at 10 µM; hit rate 0.064% among 360,000; in the data active = activity above about 50%, passing the limit was not always enough; also: inactives centre near 2
Starred values were filed as active, the others as inactive; i = inactive; · = not tested or not shown; & = joins results of further samples.

Start of the data: the first 2 records as a preview:
no. | Compound | SSB-PriA inh | MazEF act | PfHsp40 yeast | Vc quorum ag | TcdB inh | DUSP3 inh | Anthrax LF inh2 | Rv3671c protease | SARS 3CLpro inh | Yp Topo-I inh
1 | CCN(CC)C(=O)Cn1cc(C(=O)C(=O)NCC2COc3ccccc3O2)c2ccccc21 (stereo not given) | 19.9 | -3.3 | 1.8 | -0.7 | -0.5 | 18.4 | 1.3 | 1.3 | 3.4 | 18.2
2 | CCN(C(C)=O)c1ccc(Oc2nc(OC)cc(OC)n2)cc1 | -4.6 | -1.9 | -1.3 | -0.1 | -9.9 | -2.0 | -1.2 | -2.7 | 1.6 | -9.2

Results, previewed entries included:
no. | Compound | SSB-PriA inh | MazEF act | PfHsp40 yeast | Vc quorum ag | TcdB inh | DUSP3 inh | Anthrax LF inh2 | Rv3671c protease | SARS 3CLpro inh | Yp Topo-I inh
1 | CCN(CC)C(=O)Cn1cc(C(=O)C(=O)NCC2COc3ccccc3O2)c2ccccc21 (stereo not given) | 19.9 | -3.3 | 1.8 | -0.7 | -0.5 | 18.4 | 1.3 | 1.3 | 3.4 | 18.2
2 | CCN(C(C)=O)c1ccc(Oc2nc(OC)cc(OC)n2)cc1 | -4.6 | -1.9 | -1.3 | -0.1 | -9.9 | -2.0 | -1.2 | -2.7 | 1.6 | -9.2
3 | CCC1(C)Cc2nc3[nH]c(=S)n(-c4ccccc4C)c(=O)c3cc2CO1 (stereo not given) | -3.5 | 6.1 | -0.6 | -0.1 | 2.4 | 7.2 | -5.9 | 2.8 | -1.1 | 10.1
4 | COc1ccc2c(c1)oc(=O)c1c3ccccc3[nH]c21 | -3.4 | -2.3 | -0.2 | i | -0.2 | 19.7 | -0.4 | · | 3.3 | -4.5
5 | O=C(CCC(=O)OCc1ccc([N+](=O)[O-])cc1)Nc1ccccc1Cl | -11.0 | -5.9 | -0.4 | i | -0.1 | 15.1 | -0.8 | 9.2 | -4.1 | 0.2
6 | C=CCSc1nc2c(c(=O)[nH]c(=O)n2C)n1C/C=C(/C)Cl | -6.2 | -3.8 | 0.6 | -2.2 | · | 27.5 | 2.7 | 4.7 | -4.6 | 0.8
7 | O=C1CC(c2ccccc2Oc2cccc(Cl)c2)C(n2cncn2)C(=O)C1C1NCCc2ccccc21 (stereo not given) | -1.6 | 0.3 | 1.4 | -0.6 | 0.8 | -3.1 | -10.0 | 21.8 | 5.8 | 1.3
8 | CCN(CC)C(=O)C12CC3CC(CC(Cl)(C3)C1)C2 | -6.2 | -0.2 | -0.5 | -0.4 | -0.9 | 10.2 | -1.3 | -2.9 | -1.9 | -6.4
9 | CC(C)NC(=O)COc1cccc2ccccc12 | -21.9 | 5.1 | -1.0 | -0.4 | -3.0 | 1.1 | -3.5 | 0.1 | 2.8 | 13.0
10 | CCC(=NCc1cc(OC)cc(OC)c1)c1c(O)[nH]c(=O)[nH]c1=O | 0.4 | -6.6 | -0.7 | -0.4 | 1.1 | 16.5 | -6.6 | -5.5 | 2.8 | 3.0
11 | Cc1[nH]c2ccc(C(=O)NCCCN3CCCC3)cc2c1C | -1.9 | 7.7 | 1.0 | -1.1 | 0.1 | 5.3 | 0.5 | 4.0 | -9.3 | -15.1
12 | CCN1CCN(C(=O)c2ccccc2NC(=O)c2ccc(Cl)cc2)CC1 | -10.6 | 11.0 | -2.2 | 0.3 | -1.2 | 10.5 | -13.1 | -3.0 | -0.9 | 3.5
13 | O=C(/C=C/c1cccc(F)c1)NCCCn1ccnc1 | -6.7 | -0.8 | 0.8 | 1.2 | 0.7 | -2.2 | -15.9 | -10.8 | -3.9 | -1.7
14 | O=C1NC(c2cccc(Br)c2)=N/C1=C\c1ccco1 | 4.7 | 5.6 | -0.5 | i | -0.1 | -3.8 | 3.0 | 5.8 | 3.4 | -7.8
15 | Clc1ccc(N2CCN(c3ccnc(Cl)n3)CC2)cc1 | 7.1 | 0.9 | 22.9 | -0.4 | 1.5 | · | -7.3 | 0.7 | · | -3.7
16 | COc1ccc(CCNC(=O)CSC2=NS(=O)(=O)c3ccccc3N2)cc1OC | -3.9 | 1.9 | 0.6 | i | 0.7 | · | 0.6 | -0.4 | · | 1.2
17 | COc1ccc(C2CC2/C(=N/O)c2ccccc2)cc1 (stereo not given) | · | 8.3 | 0.5 | -0.5 | 1.8 | 13.0 | 3.5 | -2.6 | -3.9 | 15.6
18 | Cc1ccc(NC(=O)Cn2c(C)cc(C)c(C#N)c2=O)c(Cl)c1 | -11.0&-24.3 | -4.2 | 0.6 | 0.0 | · | 3.0 | -4.1 | -12.4 | -2.2 | -8.2
19 | O=C(Nc1ccccc1)N1CCC2(CC1)OCCO2 | -4.8 | 2.5 | 0.1 | -5.6 | 0.7 | 29.8 | -2.0 | -0.3 | 2.0 | 0.9
20 | CCOc1ccc(CCNC(=O)CCS(=O)(=O)c2ccc(C)cc2)cc1OCC | -9.6 | -3.4 | -0.6 | i | 1.0 | 30.8 | -12.5 | -3.5 | -9.5 | 8.2
21 | CCOC(=O)c1nnn(-c2nonc2N)c1CSc1ccccc1 | -17.5 | 5.5 | -0.2 | i | · | 10.8 | -0.7 | -0.1 | -2.0 | 9.9
22 | CN(C)c1cc(N/N=C/c2ccccc2C(F)(F)F)nc(N(C)C)n1 | · | 2.6 | -1.1 | 1.0 | -1.0 | 42.1 | 13.0 | -1.4 | -2.6 | 18.2
23 | CCOc1ccc(S(=O)(=O)NC2CCCCC2C)cc1 (stereo not given) | -17.2 | 7.3 | 1.5 | 0.3 | -1.8 | 9.6 | 5.8 | -6.3 | -6.1 | 4.5
24 | O=C(Nc1ccc(Cl)c(Cl)c1)c1ccc(Cl)c(Cl)c1 | 0.0 | -4.8 | -0.4 | -0.6 | 0.8 | 14.4 | 12.2 | -177.2 | -2.2 | 22.2

Some of the entries so far, with each value named:
(21) CCOC(=O)c1nnn(-c2nonc2N)c1CSc1ccccc1
  SSB-PriA inh = -17.5; MazEF act = 5.5; PfHsp40 yeast = -0.2; Vc quorum ag = i; TcdB inh = ·; DUSP3 inh = 10.8; Anthrax LF inh2 = -0.7; Rv3671c protease = -0.1; SARS 3CLpro inh = -2.0; Yp Topo-I inh = 9.9
(22) CN(C)c1cc(N/N=C/c2ccccc2C(F)(F)F)nc(N(C)C)n1
  SSB-PriA inh = ·; MazEF act = 2.6; PfHsp40 yeast = -1.1; Vc quorum ag = 1.0; TcdB inh = -1.0; DUSP3 inh = 42.1; Anthrax LF inh2 = 13.0; Rv3671c protease = -1.4; SARS 3CLpro inh = -2.6; Yp Topo-I inh = 18.2

The list is partial; count on the stated rates, not on these rows.
